Screening data deposited in PubChem BioAssay by several laboratories.
AI-2 QS modul: Vibrio harveyi AI-2 quorum sensing modulators, primary screen, JMH597 strain, luminescence/OD600 ratio | Vibrio harveyi JMH597 AI-2 luminescence/OD600 ratio, 9 h; hits give low values; strain lacks LuxN and CqsS sensors; 0 = neutral-control median | activity change, % at 7.5 µM | 300,000 compounds, 0.4% hits; in the data active = activity change below about -75%, passing the limit was not always enough; inconclusive = no clear call, values can overlap the other calls;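 also: luminescence divided by OD600 gain over 9 h not by final OD600 alone; inactives centre near 13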
IEC-6 cytotox: cytotoxicity in IEC-6 intestinal epithelial cells, primary screen, cytotoxicity control for KLF5 inhibitor project, cell-based, luminescence; IEC-6 cytotoxicity, luminescence viability; AID 1825, 2009; 290,000 compounds, 0.78% hits; inhibition, % at 5 µM; in the data active = inhibition above about 22%;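 also: 0% = plate median of test compound wells and 100% = cytotoxic reference compound wells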
aSyn UTR inh: MLPCN primary screen, SNCA 5' untranslated region | alpha-synuclein 5'UTR reporter, inhibitor activity | inhibition, % (tested at 7.5 µM) | 300,000 compounds, 0.82% hits | AID 1813, 2009; in the data active = inhibition above about 60%; inconclusive = no clear call, values can overlap the other calls;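 also: H4 neuroglioblastoma cells stably carrying SNCA 5'UTR luciferase fusion; 0% = DMSO wells and 100% = positive control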
HIF act: HIF pathway transcriptional activators, primary screen, cell-based, U2OS HRE-luciferase, luminescence; activation, % at 7.5 µM (by protocol); 300,000 compounds, 0.32% hits; AID 1910, 2009; U2OS HRE-luciferase reporter; normalized: DMSO 0%, desferrioxamine 100%;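 active = mean activation of at least 10% of the iron chelator positive control signal, with at least half of replicates also reaching 10%; inconclusive = mean and replicate majority disagree about reaching 10%; inactive = mean and most replicates under 10%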
HSF1 inh: HSF1 inhibitors in luciferase reporter cells, primary screen, cell-based, NIH3T3, luminescence | activity change, negative = inhibition, % at 7.5 µM (by protocol) | 300,000 compounds, 0.77% hits | NIH3T3-HGL HSE-luciferase, MG132-induced, luminescence 8 h; hits give low values;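 active = more than half of replicate wells show activity change below -50%, luminescence cut by over half; inconclusive = some wells, but at most half, below -50%; inactive = no replicate well below -50%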;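 also: luciferase reports HSF-1 transcriptional activity via heat shock element; 0% = median of DMSO wells and -100% = zero luminescence signal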
SKKanGAS inh: S. pyogenes SKKanGAS growth inhibitors in kanamycin, primary screen, streptokinase expression inhibitor project, SKKanGAS strain, BacTiter-Glo luminescence; inhibition, % at 7.5 µM; 300,000 compounds, 1.3% hits; 6 h;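 active = mean replicate score, as percent of positive control median, at least 50; inconclusive = mean below 50 but one replicate at or above 50; inactive = mean and every replicate below 50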;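 also: strain carries kanamycin resistance gene driven by streptokinase promoter and grows in 40 µg/ml kanamycin; loss of luminescence reflects streptokinase promoter inhibition or plain growth inhibition; 0% = median of DMSO wells and 100% = positive control at its reference dose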
HSP90 refold inh: HSP90 inhibitors, primary screen, cell lysate, luminescence; 290,000 compounds, 0.91% hits; AID 1789, 2009; Rabbit reticulocyte lysate, luciferase refolding luminescence, 3 h; inhibition, % at 5.6 µM;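 active = inhibition above the screen-wide mean plus 3 SD, computed separately per campaign, cut at about 16% in these data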;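 also: 0% = DMSO wells and 100% = 60 µM geldanamycin wells; inhibitors lower the luminescence because luciferase stays unfolded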
KLF5 inhibitor: KLF5 expression inhibitors, primary screen, DLD-1 cells, luminescence. inhibition, % at 5 µM. DLD-1 KLF5 promoter-luciferase reporter. 290,000 compounds, 0.23% hits;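 active = inhibition above a per-plate limit of that plate's mean compound inhibition plus 3 SD, cut at about 60% in these data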;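 also: 0% = DMSO wells and 100% = LY294002 at 200 µM; higher means less KLF5 promoter-driven luciferase light; inactives centre near -14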
HSF-1 act: HSF-1 activators, primary screen, NIH3T3-HGL cells, MG132 stress, luminescence, single point; NIH3T3-HGL HSF-1 luciferase reporter, 8 h; 100% = twice DMSO control signal; activation, % at 9 µM; 300,000 compounds, 1.7% hits; AID 504408, 2011;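 active = mean replicate activation of at least 50% with a set share of replicates each reaching 50%; inconclusive = only one of those two conditions met; inactive = mean below 50% and too few replicates reaching it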;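 also: 0% = median of the neutral control wells and 100% = twice that signal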
Platelet DG rel: inhibitors of platelet dense granule secretion, primary screen, cell-based, MLPCN, human platelets; human platelet-rich plasma, SFLLRN dense granule ATP release, luminescence; inhibition, %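 (compounds screened at 7.5 µM in platelet-rich plasma)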; 300,000 compounds, 0.22% hits;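 active = mean replicate score, as percent of positive control, at or above 50; inconclusive = mean below 50 but at least one replicate at or above 50; inactive = mean and every replicate below 50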
* hit, by the source's call; ? = inconclusive; · = no result given.

SMILES	AI-2 QS modul	IEC-6 cytotox	aSyn UTR inh	HIF act	HSF1 inh	SKKanGAS inh	HSP90 refold inh	KLF5 inhibitor	HSF-1 act	Platelet DG rel
Cc1ccc2nc(SCC(=O)Nc3cc(C(C)(C)C)nn3-c3ccccc3)[nH]c2c1	8	-3	3	-0.2	4	2	-3	-6	-13	-1
COc1ccc(C(CC(=O)N2CCCCC2)c2c(O)cc(OC)cc2OC)cc1 (configuration not stated)	7	·	7	0.0	11	1	·	·	1	6
O=C(NCCN1CCOCC1)c1ccccc1N1C(=O)[C@@H]2Cc3c([nH]c4ccccc34)C(c3ccc(F)cc3)N2C1=O (some centres not stated)	38	8	8	0.1	-5	1	4	6	2	0
CC1=C(C(N)=O)C(c2ccco2)C(C(N)=O)=C(C)N1	3	-4	-7	0.3	-3	-5	1	27	-18	-3
COc1ccc(-c2noc(CN(C(=O)c3ccc(OC(C)=O)cc3)C(C)C)n2)cc1OC	20	5	24	-0.2	1	-1	-1	-11	-8	22
CCOC(=O)c1ccc(Oc2nc(NC)nc(SC)n2)cc1	9	8	25	2.2	0	0	2	11	4	3
Cc1ccc(/C=N/N2CCCCC2)o1	-3	8	-47	0.9	-6	-12	1	2	2	5
NS(=O)(=O)c1ccc(CCNC(=O)c2cc(-c3ccc(Br)cc3)nc3ccccc23)cc1	26	-1	-32	-0.2	0	32	-2	-20	23	5
CC/C(=N\NC(=O)c1ccc(Br)cc1)c1ccccc1	7	-1	3	-0.1	0	3	3	-34	10	2
FC(F)(F)c1nc2ccccc2c2nc3ccccc3n12	22	-2	-8	0.3	-6	-7	0	0	-1	-2
CCCc1nnc(NC(=O)CCC(=O)N2CCN(Cc3ccc(OC)c(F)c3)CC2)s1	18	0	-7	0.0	2	0	3	7	13	-3
COc1ccc(C(C(=O)NC2CCCC2)N(C(=O)c2ccco2)c2cccc(C(C)=O)c2)cc1OC (configuration not stated)	10	-4	-11	-0.2	-7	16	-5	-24	6	3
CCOC(=O)/C(N=Nc1ccc2c(c1)OCO2)=C(\C)O	10	0	-123	4.5	7	·	2	-45	-2	6
CN(C)C(=S)NC(C)(C)C	12	5	-10	-0.1	-2	4	3	-13	-9	-10
Cc1nc2ccc(NC(=O)c3ccc(S(=O)(=O)N4CCOCC4)cc3)cc2s1	16	-3	-16	-0.3	-1	-4	4	7	-5	-1
COc1ccc(-n2c(=O)cc(N3CCN(c4ccccc4)CC3)[nH]c2=O)cc1	-2	-2	3	0.2	-3	-3	0	-11	-3	-5
O=C(C1CCN(Cc2ccccc2O)CC1)N1CCN(Cc2ccc3c(c2)OCO3)CC1	5	-1	-6	-0.3	-5	-6	-2	-9	-17	11
CCn1ncc(CN2CCCC(C(=O)Nc3cccc(-c4cc5ccccc5[nH]4)c3)C2)c1C (configuration not stated)	-23	-10	36	0.0	9	-1	1	-13	42	2
Cc1cc2cc(C(c3nnnn3Cc3ccco3)N3CCc4ccccc4C3)c(=O)[nH]c2cc1C (configuration not stated)	21	-6	22	-0.4	6	-6	0	0	12	-2
CN1c2ccsc2C(O)=C(C(=O)Nc2ccccc2)S1(=O)=O	17	1	-29	0.6	0	9	1	-17	1	-1
COC(=O)C1=C(C)n2nnnc2NC1c1cc2ccccc2o1 (configuration not stated)	-6	-3	13	-0.2	0	6	-5	-4	24	-13
COC(CNS(=O)(=O)c1ccc(S(=O)(=O)N2CCCC2)cc1)OC	6	0	-4	0.0	-2	-3	0	-14	8	16
O=C1CN(CC(=O)Nc2ccc(Cl)cc2)CCN1	8	-1	20	-52	-5	13	-2	-39	1	-8
CN(CC(=O)N1CCCC1)S(=O)(=O)c1ccc(Cl)cc1	17	-2	-5	0.5	-1	6	7	-6	3	-4
Cc1ccc(OCc2cc(C(=O)N3CCc4sccc4C3)no2)cc1C	8	-6	-28	0.1	-2	12	-4	-8	6	2
Going on with the list.
SMILES	AI-2 QS modul	IEC-6 cytotox	aSyn UTR inh	HIF act	HSF1 inh	SKKanGAS inh	HSP90 refold inh	KLF5 inhibitor	HSF-1 act	Platelet DG rel
Cc1ccc(S(=O)(=O)N2CCN(C(=S)NCC3CCCO3)CC2)cc1 (configuration not stated)	15	·	4	-0.1	-3	-8	·	·	-11	-16
CCNC(=O)COC(=O)/C=C/c1c(C)nn(Cc2cccc(OC)c2)c1Cl	5	-5	1	0.0	6	0	-1	-21	10	-5
Nc1nnc(SC2CC(=O)N(c3ccccc3)C2=O)s1 (configuration not stated)	-18	1	-1	0.3	0	2	0	-5	0	2
CC(=O)Oc1ccc(C(=O)NC(C)CCc2ccccc2)cc1 (configuration not stated)	-3	0	-1	-0.2	-3	6	-2	-32	6	2
Cc1ccc(-c2cc(Cc3ccncc3)c(=O)[nH]n2)cc1	7	1	5	-0.3	-2	-11	-1	-14	7	-31
Cc1ccc(-n2nnnc2SCC(=O)N2CCCCC2)cc1	-1	1	-26	1.3	5	-4	1	-52	12	-2
CCC(C(=O)N1CCOCC1)n1nc(C)c2sc3ccccc3c2c1=O (configuration not stated)	1	-2	-3	-0.4	4	-1	0	-2	-21	9
COC(=O)C1C(c2ccc(OC)c(OC)c2)NC(c2ccc(OC)c(OC)c2)C(C(=O)OC)S1(=O)=O (configuration not stated)	-4	2	31	·	-8	0	0	-49	-6	28
COc1ccc(-c2nc(NC(=O)CCNC(=O)c3ccco3)sc2C)cc1	15	-2	6	0.6	3	1	3	-15	7	7
CCc1nnc(NC(=O)CSc2nc3c(cc2C#N)CCCC3)s1	18	4	-91	-14	5	5	25*	-108	11	2
CCS(=O)(=O)c1ccc(O)c(NC(=O)COc2ccccc2)c1	9	2	-15	0.2	7	-12	-1	-21	21	-2
C/C(=N\NC(=O)CN1CCCCC1)c1ccccc1O	-11	42*	46	13*	-2	-2	4	-10	-2	1
CCCCCc1c(O)nc(SCCN2CCOCC2)[nH]c1=O	11	-11	20	0.0	-4	-13	-5	-6	23	-1
CN(Cc1ccccc1)S(=O)(=O)c1ccc(NC(=S)NC(=O)C(C)(C)C)cc1	19	10	3	-0.8	3	-5	3	0	5	-54
Cc1csc2c(=O)n(CCO)c(=O)[nH]c12	7	4	16	-0.2	1	3	-5	-1	-17	1
O=c1c2c3c(sc2ncn1/N=C/c1cccnc1)CCCC3	10	1	7	0.2	-5	-3	-2	-10	10	4
O=C(NCCc1ccccc1)C1CCCN1S(=O)(=O)c1ccc(Cl)cc1 (configuration not stated)	-7	3	-8	0.3	12	0	3	10	16	3
Cc1ccc(OCCN(C)C(=O)C2CCC(=O)N(CC3CCCCC3)C2)cc1 (configuration not stated)	10	-3	-2	-0.6	11	4	0	-7	2	0
CC(=O)N1CCc2c(sc(NC(=O)c3ccc4c(c3)OCCO4)c2C#N)C1	34	2	-56	1.1	-6	8	1	-21	7	0
COc1cc(SC)ccc1C(=O)Nc1ccc(S(=O)(=O)N2CCCC2)cc1	33	2	-14	-0.1	-1	1	1	20	9	-2
CC(C)(C)c1ccc(C(=O)/C=C2\NC(=O)CS2)cc1	25	11	-18	0.6	15	3	11	-84	39	15
O=C(NC1(c2ccccc2)CC1)C1CCC(=O)N(Cc2ccc(Cl)cc2)C1 (configuration not stated)	8	6	3	-0.3	1	2	2	-9	-5	-2
c1ccc2nc3c(nc2c1)OCC1CCCCN31 (configuration not stated)	17	1	-91	-14	9	0	-1	-138	36	-3
c1ccc(Nc2nc3ccccc3n3nnnc23)cc1	18	6	-75	3.0	9	-10	-1	-53	-1	-1
Cc1ccccc1-c1nc(CS(=O)(=O)CC(=O)NCc2ccccc2)c(C)o1	26	-3	4	-0.2	5	-9	0	-23	0	16
(continued)
SMILES	AI-2 QS modul	IEC-6 cytotox	aSyn UTR inh	HIF act	HSF1 inh	SKKanGAS inh	HSP90 refold inh	KLF5 inhibitor	HSF-1 act	Platelet DG rel
Cn1cc(S(=O)(=O)N2CCN(Cc3ccccc3)CC2)c(=O)n(C)c1=O	12	-8	-3	0.1	-2	-2	-2	-20	-7	1
O=C(Nc1ccccc1)c1cccc(N2CCCC2=O)c1	6	2	-117	2.0	5	0	-1	-55	18	?
O=C(CCSc1nnc(-c2ccncc2)o1)Nc1ccccc1Cl	21	-5	-23	0.4	-8	0	2	-15	4	7
Cc1ccc(S(=O)(=O)Oc2ccccc2/C=C2\SC(=O)NC2=O)cc1	31	4	-3	0.1	1	8	-2	9	5	3
CCn1c(CC(=O)Nc2ccccc2)nnc1SCc1nc2ccccc2c(=O)[nH]1	2	-10	27	-0.2	13	-1	-4	-17	24	-3
Cc1cc(OCC(=O)NCc2cccnc2)c2c(C)cc(=O)oc2c1	37	0	-4	0.0	-3	11	-1	0	11	1
Fc1cccc(/C=N/Nc2ccc3ccccc3n2)c1	18	8	14	-0.9	-25	-11	0	-73	-16	4
CCc1cc(C(=O)N/N=C/c2ccc(O)cc2O)c2ccccc2n1	23	17	50	29*	5	3	2	61	1	0
COc1ccc(CC(=O)Nc2ccc3c(c2)CCC3)cc1	-70	15	-8	1.6	19	2	3	-5	17	2
Cc1nn2c(NCCCN3CCOCC3)c3c(nc2c1-c1ccccc1)CCC3	-3	0	8	0.5	-7	7	4	-12	11	-5
O=C(/C=C/c1ccco1)Nc1nc(-c2ccc(F)c(F)c2)cs1	14	-6	-100	1.1	30	7	2	-25	45	-3
O=C(CSc1ccc(-c2cccs2)nn1)c1cccs1	17	-4	-68	2.7	23	-10	2	-61	29	-1
COc1cc(C(=O)Nc2nc(-c3ccc(Cl)cc3)c(C)s2)ccc1OCC(=O)Nc1ccc(F)cc1	10	7	11	-1.3	-22	7	6	-5	-20	3
O=C(NC(=S)NNC(=O)c1cccs1)c1ccc(Br)o1	-88*	-2	-13	2.2	5	101*	-1	-38	2	-4
CCOc1ccccc1N(CC(=O)NC1CCCC1)C(=O)CCCC(=O)Nc1ccccn1	6	-7	20	0.1	4	-2	0	-33	10	2
CCCCCCNC(=O)C(C#N)c1nc2ccccc2nc1N1CCOCC1 (configuration not stated)	-2	4	24	-0.3	2	-10	6	12	7	-22
CCOC(=S)SCc1cn2ccc(C)cc2n1	-1	-1	-4	0.3	9	-1	-1	2	13	-3
COc1ccc(CN2CC(=O)N(c3ccccc3C)C2=S)cc1OC	9	4	25	-1.0	-2	-3	1	-29	-5	9
CCNC(=S)N/N=C/c1ccccc1[N+](=O)[O-]	56	7	-2	0.2	5	·	20*	-16	-3	0
Cc1cccc(/C(N)=N/OC(=O)N2CCOCC2)c1	28	4	-34	0.7	5	-3	1	-50	-2	10
